# RNase H inhibition = RNase H inhibition, HIV 1 Gag Pol polyprotein, FRET biochemical assay, screening (AID 372) | HIV-1 RT RNase H, FRET RNA/DNA substrate fluorescence; higher % means a stronger effect | inhibition, % at 10 µM, or IC50 in µM where a hit was titrated | actives 0.77% (n = 100,000); in the data active means inhibition above about 50%
# * hit, by the source's call. An excerpt. The share of hits here may be higher or lower than overall.
SMILES,RNase H inhibition
Cc1ccc(C)c(NC(=O)c2ccc([N+](=O)[O-])cc2)c1,0%
CCOCCCNc1cc(C)c(C#N)c2nc3ccccc3n12,30%
COc1ccc(C(=O)Nc2ccc(NC(=O)c3ccco3)c(OC)c2)cc1,0%
O=C(N/C(=C\c1ccc(Br)cc1)C(=O)N1CCOCC1)c1ccccc1Cl,8%
COc1cc(S(=O)(=O)Nc2cccc(C)c2)ccc1N=Cc1c(O)n(-c2ccccc2)c(=O)[nH]c1=O,34%
CCN(CC)CCC(=O)N1c2ccccc2Sc2ccc(NC(=O)OC)cc21,9%
Cc1cccc(C)c1NC(=O)Cc1cccs1,11%
O=C(NC(=S)Nc1ccc2ccccc2c1)c1ccccc1Cl,0%
O=c1[nH]c(=O)n(Cc2ccco2)c(O)c1/C=C1/C=Nc2ccccc21,43%
O=C(Nc1cc(C(=O)Nc2ccccc2O)cc(C(=O)Nc2ccccc2O)c1)c1ccc([N+](=O)[O-])cc1,10%
CC(C)CCn1c2ccccc2c2cc(CC(N)=O)ccc21,28%
COc1ccc(C(=O)/C=C/c2ccc(-c3cccc([N+](=O)[O-])c3)o2)cc1,17%
O=C(CN(Cc1ccccc1)S(=O)(=O)c1ccccc1)Nc1ccc(Br)cc1,15%
O=C(Nc1ccc(Oc2ccc(Cl)c3cccnc23)cc1)c1cc(Br)cc(Br)c1O,9%
COc1ccc(C(=O)Nc2ccc3c(c2)Cc2ccccc2-3)cc1,4%
COC(=O)CN(C#N)c1nc(NC(C)C)nc(NC(C)C)n1,12%
NC1=NC(=O)/C(=C\c2ccc(-c3cccc(C(=O)O)c3)o2)S1,12%
O=C(NC(Nc1cccc(Cl)c1Cl)C(Cl)(Cl)Cl)c1cccs1 (centres undefined),17%
Cc1cccc(C)c1OCCOc1ccc(C=C2C(=O)NC(=S)NC2=O)cc1,36%
CC(=O)Nc1ccc(S(=O)(=O)N(c2ccccc2F)S(=O)(=O)c2ccc(NC(C)=O)cc2)cc1,38%
CCCCNCCCCCCOc1ccccc1C(C)(C)C,23%
Oc1c(/C=N/Nc2cccc3cccnc23)sc2ccccc12,17%
CCc1ccc2oc(-c3ccc(NC(=S)NC(=O)c4ccc(OC)c([N+](=O)[O-])c4)cc3)nc2c1,19%
CCOC(=O)C1=C(C)N=c2s/c(=C\c3ccc(OCc4ccccc4Cl)c(OC)c3)c(=O)n2C1c1ccc(OC)cc1 (centres undefined),3%
Cc1ccc(S(=O)(=O)N/N=C\c2cc(C)n(-c3ccc(N(C)C)cc3)c2C)cc1,10%

# 4 compounds picked at random from those above, as already listed:
SMILES,RNase H inhibition
O=C(Nc1cc(C(=O)Nc2ccccc2O)cc(C(=O)Nc2ccccc2O)c1)c1ccc([N+](=O)[O-])cc1,10%
COc1ccc(C(=O)Nc2ccc3c(c2)Cc2ccccc2-3)cc1,4%
CCOC(=O)C1=C(C)N=c2s/c(=C\c3ccc(OCc4ccccc4Cl)c(OC)c3)c(=O)n2C1c1ccc(OC)cc1 (centres undefined),3%
Cc1cccc(C)c1NC(=O)Cc1cccs1,11%

# Other structures.
SMILES,RNase H inhibition
CCOc1ccc(NCC(O)CSCC(O)CNc2ccc(OCC)cc2)cc1 (centres undefined),16%
Cc1ccc(-c2c(C#N)c(N)n3c(nc4ccccc43)c2C#N)cc1,1%
CC(C)Cc1cc(-c2ccco2)c(C#N)c(N)n1,0%
O=C(N/N=C/c1cccc2ccc(O)cc12)c1cc([N+](=O)[O-])cc([N+](=O)[O-])c1,9%
COc1ccccc1C(=O)Nc1ccc(OC(F)(F)F)cc1,2%
CC(=O)N(c1ccccc1)C1CC(C)Nc2ccccc21 (centres undefined),1%
CC(C)NC(=O)/C(=C\c1cccc([N+](=O)[O-])c1)NC(=O)c1ccccc1,0%
S=c1[nH]nc(-c2cccnc2)n1Cc1ccco1,4%
Cc1ccc(C(C)C)c(OCCN)c1,0%
Cc1ccc(C2=N/C(=C\c3ccccc3)C(=O)O2)cc1,4%
COc1cc(/C=C2/C(=O)NC(=O)N(c3ccccc3)C2=O)ccc1OCc1ccc([N+](=O)[O-])cc1,21%
O=C1NN=C(c2ccccc2O)C1[N+](=O)[O-] (centres undefined),1%
c1cnc(NC2CCCCCC2)nc1,1%
COc1ccc(NC(=O)C2=C(C)NC(=S)NC2c2cccs2)cc1 (centres undefined),0%
CCn1c(=O)c(C(=O)Nc2cccc(O)c2)c(O)c2ccccc21,7%
CC(C)c1ccc(NC2=NS(=O)(=O)c3ccccc32)cc1,4%
Cc1ccc(NC(=O)C(=O)NCc2ccc(Cl)cc2)cc1C,0%
C=C(C)CSc1nnc2nc(C)cc(C)n12,0%
CCOC(=O)c1c(NC(C)=O)sc2c1CCc1ccccc1-2,1%
O=C(Nc1cc(NC(=O)c2ccccc2)cc(-c2nc3ccccc3o2)c1)c1ccccc1,0%
COc1ccc(CCN2C(=O)/C(=C/c3c(Cl)cccc3Cl)SC2=S)cc1OC,13%
C=CCn1cc(/C=c2\sc3n(c2=O)C(c2ccc(OC)c(OC)c2)C(C(=O)OCC)=C(C)N=3)c2ccccc21 (centres undefined),17%
Cc1ccc(C2CC(C(F)(F)F)n3nc(C(=O)Nc4cc(C(F)(F)F)ccc4Cl)cc3N2)cc1 (centres undefined),3%
CC(=O)Nc1ccc(NS(=O)(=O)c2cc(C)ccc2C)cc1,1%
CCCC(=O)c1ccc(N2CCN(C(=O)c3ccccc3)CC2)c(F)c1,13%

# Ordered by molar mass (low to high): part of the list above.
SMILES,RNase H inhibition
CC(C)Cc1cc(-c2ccco2)c(C#N)c(N)n1,0%
Cc1ccc(C2=N/C(=C\c3ccccc3)C(=O)O2)cc1,4%
CC(=O)N(c1ccccc1)C1CC(C)Nc2ccccc21 (centres undefined),1%
COc1ccccc1C(=O)Nc1ccc(OC(F)(F)F)cc1,2%
CC(=O)Nc1ccc(NS(=O)(=O)c2cc(C)ccc2C)cc1,1%
CCOc1ccc(NCC(O)CSCC(O)CNc2ccc(OCC)cc2)cc1 (centres undefined),16%

# Structures shown so far that contain a thiophene ring, fused or not, in the order listed:
SMILES,RNase H inhibition
Cc1cccc(C)c1NC(=O)Cc1cccs1,11%
O=C(NC(Nc1cccc(Cl)c1Cl)C(Cl)(Cl)Cl)c1cccs1 (centres undefined),17%
Oc1c(/C=N/Nc2cccc3cccnc23)sc2ccccc12,17%
COc1ccc(NC(=O)C2=C(C)NC(=S)NC2c2cccs2)cc1 (centres undefined),0%
CCOC(=O)c1c(NC(C)=O)sc2c1CCc1ccccc1-2,1%

# Going on with the list:
SMILES,RNase H inhibition
COc1ccc(CNC(=O)c2nn3c(c2Cl)NC(c2ccco2)CC3C(F)(F)F)cc1 (centres undefined),4%
Cc1cc2nc(-c3ccc(NC(=O)c4cccnc4)cc3O)oc2cc1C,12%
COc1ccccc1NC(=O)C(=O)NCc1cccnc1,10%
COc1ccccc1NC(=O)c1sc(N)c(C(=O)OC(C)C)c1C,13%
COc1cc2c(C)nc3c(c(C)nn3-c3ccccc3)c2cc1OC,0%
COc1cc(C2(c3ccc(O)c(OC)c3)C(=O)N(C)c3ccc(Br)cc32)ccc1O,7%
Cc1ccc(N2NC(=O)/C(=C/c3ccc(N(C)C)cc3)C2=O)cc1C,14%
CC(=O)c1ccc(N2CCN(C(=O)c3cc(F)c(F)cc3Br)CC2)c(F)c1,0%
Cc1oc2c(CN3CCCC3)c(O)ccc2c(=O)c1-c1nc2ccccc2s1,0%
Cc1ccc(C(=O)N/C(=C\c2ccco2)c2nc(=S)[nH][nH]2)cc1,6%
CCC(=O)N1c2ccccc2NC2=C(C(=O)CC(C)(C)C2)C1c1ccc([N+](=O)[O-])cc1 (centres undefined),17%
COc1cc2c(cc1OC)C(c1cccc([N+](=O)[O-])c1)N(C(=O)COc1ccc(C)cc1)CC2 (centres undefined),23%
C/C(=N\Nc1cc(-c2ccccc2)nc(C)n1)c1ccc(F)cc1,10%
COc1cccc(C2C(C(=O)Nc3ccccc3)=C(C)N=c3s/c(=C/c4ccccc4OC)c(=O)n32)c1 (centres undefined),4%
O=C(NC1CCS(=O)(=O)C1)NC1CCS(=O)(=O)C1 (centres undefined),9%
O=C(Nc1ccncc1)c1nn2c(C(F)(F)F)cc(-c3cccs3)nc2c1Br,14%
COc1cc(Br)cc(/C=C2\NC(=S)NC2=O)c1OC,11%
O=C(CCCC(=O)OCC(F)(F)C(F)F)Nc1ccc(Br)cc1,1%
CCOC(=O)C(Oc1ccc2c(c1)oc(=O)c1cc(OC)ccc12)c1ccccc1 (centres undefined),9%
CSCCC(C(=O)O)N1C(=O)/C(=C/c2ccccc2Cl)SC1=S (centres undefined),5%
C=CCNC(=O)CN(c1cccc(Cl)c1)S(=O)(=O)c1ccccc1,7%
CC(OC(=O)C1CC=CCC1C(N)=O)C(Cl)=C(Cl)Cl (centres undefined),12%
NS(=O)(=O)c1ccc(N2N=C(/C=C/c3ccc(F)cc3)CC2c2ccc(F)cc2)cc1 (centres undefined),21%
CCN(CC)c1ccc(NC(=O)C2CCC(C)(C(=O)O)C2(C)C)cc1 (centres undefined),11%
NC(=O)SCC(=O)Nc1ccc(I)cc1,7%

# Carrying on:
SMILES,RNase H inhibition
COc1ccc(OCCNC(=O)Nc2ccc(Br)cc2)cc1,2%
CC(C)(C)C(O)Cn1c(=N)n(Cc2ccccc2)c2ccccc21 (centres undefined),3%
CCOc1cc(/C=N/NC(=O)Cc2ccc(OC)cc2)ccc1O,13%
COc1ccc(/C=C2\C(=O)NC(=O)N(c3ccc(Br)cc3)C2=O)cc1[N+](=O)[O-],10%
O=C1C2=C(C(c3ccccc3)=NCCN2)C(c2ccc(F)cc2)N1c1ccccc1 (centres undefined),9%
O=C1c2ccc([N+](=O)[O-])cc2C(=O)N1c1cccnc1,5%
CCOCCOC(=O)C1=C(C)NC2=C(C(=O)CC(c3ccccc3)C2)C1c1ccc(OC)c(OC)c1 (centres undefined),9%
Cc1ccccc1Nc1nc(-c2cc3cc(Br)ccc3oc2=O)cs1,16%
CSc1ccc(/C=C(/NC(=O)c2ccccc2)C(=O)NCCCO)cc1,7%
O=S(=O)(Nc1cc(Cl)c(Cl)cc1Cl)c1ccc(F)cc1,0%
O=[N+]([O-])c1cc(C=Nc2cc(Cl)cc(Cl)c2)ccc1Cl,6%
O=C1C=CC(=O)N1c1ccc(OC(F)F)cc1,0%
CN1CCN(c2ccc([N+](=O)[O-])cc2C(=O)Nc2ccc(Cl)c(Cl)c2)CC1,9%
CCOc1cc(/C=C2/C(=O)NN(c3ccc(C)c(C)c3)C2=O)cc(Cl)c1OCC,8%
Cc1ccc(NC(=O)/C=C/c2ccco2)cc1C,7%
CCOc1ccc(C(=O)NC(=S)Nc2cccc(OC)c2)cc1Cl,13%
CCOC(=O)C(Oc1ccc2c(-c3ccc(OC)cc3)cc(=O)oc2c1)c1ccccc1 (centres undefined),13%
COc1ccc(C(=O)N2CCN(C3CCCCC3)CC2)cc1,8%
O=C(COc1ccc(Br)cc1)Nc1ccc(-c2nc3cc(Cl)ccc3o2)cc1,59%*
CCCNC(=O)OCC12COC(c3ccc4c(c3)OCO4)C(C(C)=CC1C)C2C (centres undefined),20%
O=C1CC(N2CCN(c3cccc(C(F)(F)F)c3)CC2)C(=O)N1c1ccc(Cl)cc1 (centres undefined),7%
COCCOC(=O)c1ccc(NC(=O)c2ccc(C)c([N+](=O)[O-])c2)cc1,12%
COc1ccccc1Nc1nc(-c2ccccc2)c2cc(Cl)ccc2n1,9%
CCCCSc1nc2c(c(=O)n1CC1CCCC1)C1(CCCCC1)Cc1ccccc1-2,11%
COc1cc(/C=C2\SC(=S)N(NC(=O)Cc3ccccc3)C2=O)ccc1O,18%

# Other compounds
SMILES,RNase H inhibition
Cc1ccc(S(=O)(=O)N(CC(=O)NCc2ccccn2)c2cccc(Br)c2)cc1,0%
O=C(COc1ccc(Br)cc1Cl)NC1CCCCCC1,27%
O=C(NC(=S)Nc1cc(Cl)c(Cl)cc1Cl)c1cccc(F)c1,36%
COc1cc(/C=C2/SC(=S)N(CCC(=O)Nc3ccccc3C(F)(F)F)C2=O)cc(OC)c1OC,14%
Cc1cc(NC(=O)c2cc(Cl)ccc2Cl)ccc1NC(=O)c1ccco1,0%
COc1cccc(NC(=O)C(=O)NCCN(C)C)c1,1%
Cc1ccc(C(=O)CSc2nc3cc(C)c(C)cc3[nH]2)cc1,0%
COc1ccc(C(=O)N/C(=C\c2cc(OC)c(OC)cc2[N+](=O)[O-])C(=O)Nc2cccc(C(C)=O)c2)cc1,31%
O=C1CSC(=O)N1CNc1ccccc1Br,16%
CC(C)Oc1ccccc1OCCCCOc1ncnc2ccccc12,19%
COc1cc(Cl)cc(/C=N\NC(=O)C2C(=O)NCC2c2ccccc2)c1O (centres undefined),17%
Cc1cc(C)nc(SCC(=O)c2ccc(O)c(O)c2)n1,74%*
O=S(=O)(NCc1ccccc1)c1ccc(Cl)cc1,4%
Clc1ccccc1CSc1nnc2c(n1)OC(c1ccccc1Cl)Nc1ccccc1-2 (centres undefined),24%
COc1ccccc1CC(=O)Nc1cccc(Br)c1,67%*
C=CCNC(=O)CCSc1ccc(Cl)cc1,11%
Cc1cc(C)cc(N(CC(=O)Nc2ccc(F)cc2)S(C)(=O)=O)c1,10%
COc1ccc(C(=O)Nc2ccc(Br)c(C)c2)cc1OC,10%
COc1cccc2cc(-c3nnc(Nc4ccccc4I)s3)c(=O)oc12,5%
Cc1nnc(Nc2ccc3c(c2)ncn3-c2ccccc2)c2ccccc12,6%
O=C(CSc1nc2ccccc2[nH]1)N/N=C/c1c(F)cccc1Cl,3%
CCOC(=O)c1c(NC(=O)c2ccc([N+](=O)[O-])c(C)c2)sc2c1CCC2,14%
CCOc1ccc(C(C2=C(O)CC(C)(C)CC2=O)C2C(=O)CC(C)(C)CC2=O)cc1 (centres undefined),7%
Cc1ccc(C)c(N=Cc2ccc([N+](=O)[O-])s2)c1,19%
Cc1ccc(NC(=O)CN(c2ccc(Br)cc2)S(=O)(=O)c2ccccc2)cc1C,18%
CCOC(=O)C(=CNc1ccc2c(c1)OCCO2)C(=O)OCC,10%
CCc1ccccc1N1C(=O)/C(=C/c2ccc(-c3ccc(F)cc3)o2)C(=O)NC1=S,24%
Cc1nc(SCC(=O)NC2CCCCC2)n[nH]1,1%

# Taken from above for reference:
SMILES,RNase H inhibition
Cc1ccc(S(=O)(=O)N(CC(=O)NCc2ccccn2)c2cccc(Br)c2)cc1,0%
O=C(COc1ccc(Br)cc1Cl)NC1CCCCCC1,27%

# High-throughput results from PubChem BioAssay.
